# Screening results (PubChem)
# PP1 inh = PP1-alpha phosphatase inhibitors, primary screen, counter-screen for PP5 inhibitor project, biochemical, fluorescence, OMFP substrate, single point | Serine/threonine-protein phosphatase PP1-alpha catalytic subunit (Homo sapiens), P62136 | purified PP1alpha | inhibition, % at 6.7 µM | 320,000 tested, 0.9% active | AID 2235, 2010;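 active means inhibition above the mean inhibition of all tested compounds plus 3 SD, computed separately for each screening campaign, cut at about 15% in these data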
# CTSL1 counter = Fasciola hepatica cathepsin L1 inhibitors, primary screen, counter-screen for PFM18AAP inhibitor project, biochemical, QFRET, fluorogenic peptide substrate | recombinant F. hepatica cathepsin L1, Z-Leu-Arg-MCA fluorescence | inhibition, % at 5.96 µM | 300,000 tested, 0.49% active | AID 1906, 2009;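 active means inhibition above the mean of all tested compounds plus 3 SD, set per screening campaign, cut at about 17% in these data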;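 further: 0% = plate median of test compound wells and 100% = 1 µM Z-Phe-Ala-diazomethylketone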
# Yeast superoxide = reduction of superoxide in aged yeast, primary screen, HTS; AID 2690, 2010; superoxide response (% of plate mean), % at 10 µM; 330,000 tested, 0.18% active; S. cerevisiae aged cells, superoxide DHE fluorescence; hits give low values;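 active means superoxide response under a set limit, about three screen SD below normal, cut at about 65% in these data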;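 further: yeast aged for seven days with compound at 30 °C before DHE staining; 100% = average MFI of all compound-treated wells on the plate with controls excluded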
# TPT1 inhibitor = Candida albicans TPT1 enzyme inhibitors, primary screen, biochemical, fluorescence polarization; tRNA 2'-phosphotransferase TPT1 (Candida albicans SC5314); 300,000 tested, 0.81% active; recombinant caTPT1, FP RNA substrate dephosphorylation; inhibition, % at 5 µM;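 active means inhibition above the mean of all tested compounds plus 3 SD, set per screening campaign, cut at about 24% in these data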;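 further: plate controls were DMSO alone for no effect and ferristatin control at 100 nM for full effect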
# EBNA-1 inhibitor = EBNA-1 DNA-binding inhibitors, primary screen, biochemical, fluorescence polarization; inhibition, % at 14.8 µM; 300,000 tested, 0.34% active; AID 1950, 2009; in the data active means inhibition above about 28%
# ZTA counter = counter-screen for EBNA-1 inhibitors: inhibitors of Epstein-Barr virus ZTA; ZTA-DNA binding, fluorescence polarization; inhibition, % at 11 µM; 320,000 tested, 0.15% active; AID 2234; in the data active means inhibition above about 33%
# Target sequence (P03206 whole entry, looked up): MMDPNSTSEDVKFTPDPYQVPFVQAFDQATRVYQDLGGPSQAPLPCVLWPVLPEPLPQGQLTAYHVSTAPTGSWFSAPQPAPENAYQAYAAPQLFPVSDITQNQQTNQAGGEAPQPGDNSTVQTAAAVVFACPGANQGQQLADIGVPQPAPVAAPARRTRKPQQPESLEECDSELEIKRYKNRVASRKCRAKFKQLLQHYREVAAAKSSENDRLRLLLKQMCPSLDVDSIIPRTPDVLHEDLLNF
# GASC-1 inh = inhibitors of GASC-1 histone demethylase, primary screen, biochemical, fluorescence, DELFIA europium; Lysine-specific demethylase 4C (Homo sapiens), Q9H3R0; GST-JMJD2C(1-420) H3K9me3 demethylation; inhibition, % at 2.35 µM; 330,000 tested, 0.069% active;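 active means more than half of a compound's replicate wells show inhibition beyond 50%, single wells judged on their own value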;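 further: signal counts dimethyl H3K9 product captured on neutravidin plate; 0% = median of DMSO wells and 100% = 0.3 times that DMSO median; strong numbers were not always called active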
# PP5 inh = PP5 phosphatase inhibitors, primary screen, biochemical, fluorescence. Serine/threonine-protein phosphatase 5 (Homo sapiens), P53041. purified PP5c, OMFP substrate fluorescence. inhibition, % at 6.7 µM. 320,000 tested, 0.18% active. AID 1987, 2009;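 active means inhibition above the campaign's mean inhibition across all tested compounds plus 3 SD, cut at about 9.5% in these data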;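 further: 0% = DMSO only and 100% = 100 µM cantharidin control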
# Target sequence (P53041 whole entry, looked up): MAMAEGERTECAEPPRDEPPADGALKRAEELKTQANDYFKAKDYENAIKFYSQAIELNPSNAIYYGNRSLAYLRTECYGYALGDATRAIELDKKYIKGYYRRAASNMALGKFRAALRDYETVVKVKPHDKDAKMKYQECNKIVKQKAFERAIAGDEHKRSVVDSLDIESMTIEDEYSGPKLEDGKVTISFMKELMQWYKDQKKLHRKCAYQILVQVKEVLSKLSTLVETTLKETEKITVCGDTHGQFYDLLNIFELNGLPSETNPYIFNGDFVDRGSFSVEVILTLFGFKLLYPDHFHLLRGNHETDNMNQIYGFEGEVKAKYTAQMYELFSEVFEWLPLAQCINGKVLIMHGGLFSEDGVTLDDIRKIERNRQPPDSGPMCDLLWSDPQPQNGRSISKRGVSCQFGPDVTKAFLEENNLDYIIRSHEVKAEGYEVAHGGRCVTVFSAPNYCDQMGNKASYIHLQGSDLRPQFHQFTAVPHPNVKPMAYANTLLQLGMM
# HCV core dimer = inhibitors of HCV core protein dimerization, primary screen, biochemical, TR-FRET, high-throughput | TR-FRET GST/Flag-core106 dimerization, 1536-well | inhibition, % at 5 µM | 300,000 tested, 0.33% active | AID 1899, 2009;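 active means inhibition above the mean of all tested compounds plus 3 SD, set per screening campaign, cut at about 45% in these data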
#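 assay system = GST-tagged and Flag-tagged HCV core protein residues 1-106 | controls = unlabelled core106 and no-GST-core106 wells | incubation = compound-protein-antibody incubation 4 h at 22.5 °C | probe or stimulus = Eu donor and XL665 acceptor anti-tag antibodies | read-out = % inhibition based on acceptor/donor emission ratio | signal = TR-FRET 671 and 617 nm emission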
# The depositor's hits bear a star; i = inactive; nt = not tested or not shown. Compounds were not picked by outcome. About 3.1% of those tested had a hit in this group.
mol	EBNA-1 inhibitor	Yeast superoxide	GASC-1 inh	CTSL1 counter	TPT1 inhibitor	PP1 inh	HCV core dimer	ZTA counter	PP5 inh
CCCCC1=CC2=CC(=O)C(C)(OC(=O)CC)C(=O)C2=CN1Cc1ccc2c(c1)OCO2 (centres undefined)	-1	99	-8	-4	-5	5	22	-7	1.2
Cc1c(C(=O)N2CCN(CC(=O)Nc3ccccc3Cl)CC2)oc2ccc(Br)cc12	nt	98	4	nt	nt	-2	nt	-10	2.0
C=CCN1CCN(C(CCC)c2nnnn2Cc2ccco2)CC1 (centres undefined)	-8	95	-6	-1	3	-3	-11	5	-2.5
CC1CCCCC1NS(=O)(=O)c1ccc(S(=O)(=O)NCc2ccncc2)cc1 (centres undefined)	-17	109	5	2	-1	11	-1	-5	3.5
Cc1ccc2oc(-c3ccco3)nc2c1	6	106	-4	1	-2	-5	-3	2	-0.1
O=C(c1ccc(S(=O)(=O)Nc2cccc(C(F)(F)F)c2)cc1)N1CCN(c2ccccc2O)CC1	-4	106	-2	3	-2	-5	8	6	1.3
CCCNC(=O)c1ccccc1NC(=O)CSCc1ccc(OC)cc1	0	131	7	4	-4	2	0	-3	2.1
CCN(C1CCCCC1)S(=O)(=O)CCNC(=O)c1ccc2c(c1)OCO2	-4	104	-107	-8	0	-2	-4	-12	1.5
COc1ccc(CC(=O)N(Cc2cc3cc(OC)ccc3[nH]c2=O)C(C)C)cc1	2	84	-3	0	4	0	8	-16	-0.8
O=C(NC1CCCc2ccccc21)c1ccccc1Br (centres undefined)	6	108	-2	-5	1	-4	-2	0	0.6
Cc1cc(=O)c2ccccc2s1	5	100	0	0	-7	-1	1	-7	3.3
Cc1nnc(NC(=O)COc2ccccc2)s1	2	99	-21	-3	2	3	-6	18	-1.6
NC(=O)C1(c2ccccc2)CCCN1C(=O)c1ccccc1Br (centres undefined)	-8	94	-5	3	-1	-7	-1	-3	-2.2
CSCCC(NC(=O)c1cccc(C)c1)C(=O)OCC(=O)NC(=O)c1cccn1C (centres undefined)	-3	83	0	-11	-4	-2	-2	-12	0.6
C=CCNc1nc(Nc2ccc(OC)cc2)nc(OCC)n1	-1	104	1	-3	2	5	-2	-3	1.3
C=CCn1c(Oc2ccccc2)nc2c1c(=O)n(C)c(=O)n2C	6	103	-12	2	0	-1	3	-12	-0.6
Cc1ccccc1-n1nc(C(=O)O)c(C)c(C#N)c1=O	12	94	8	3	-5	3	-3	5	1.4
O=C(NCCNc1ccc([N+](=O)[O-])cc1)c1ccc(Cl)cc1	-7	102	0	-2	-1	-4	0	-13	-1.3
CC(C)(C)c1ccc(S(=O)(=O)N2C=CC(C(F)(F)F)=NCC2)cc1	-7	103	3	2	-2	-2	-7	-6	4.6
CCC(C)(C(=O)NC1CCCC1)N(C)C(=O)Cc1c[nH]c2ccccc12 (centres undefined)	6	85	28	-3	1	1	-2	-6	0.2
Cc1cccc(NC(=O)COC(=O)c2cc3ccccc3oc2=O)c1	-2	94	-1	8	0	2	0	3	-0.7
Cc1ccc(-c2noc(CNC(=O)c3ccoc3C)n2)cc1	3	85	-1	4	-1	3	-20	-4	-0.5
CC(=O)Nc1ccc(OCC(O)Cn2c(C)nc3ccccc32)cc1 (centres undefined)	-6	106	-1	-2	-6	-2	-6	-12	-1.9
N#C/C(=C\c1cccc([N+](=O)[O-])c1)C(=O)NCC1CCCO1 (centres undefined)	0	106	6	-3	-18	-8	1	4	0.0
CCCc1ccc(S(=O)(=O)N2CCN(Cc3ccco3)CC2)cc1	1	83	0	-3	-2	-2	4	4	2.1
COc1ccc(C(=O)O)cc1NCc1ccc(C)s1	-4	69	1	-1	-1	0	-8	-4	1.7
Cc1nnsc1C(=O)NC1CCCc2c1cnn2-c1ccc(F)cc1F (centres undefined)	8	95	18	1	3	2	-1	4	-0.8
CC1(C)C(=O)Nc2ccccc2N1C(=O)COC(=O)CSc1ccc(Cl)cc1	nt	93	1	nt	nt	4	nt	-12	3.7
O=C(COC(=O)/C=C/c1cccs1)Nc1nc(-c2cccc(Br)c2)cs1	22	105	25	-10	-1	3	2	13	-0.4
COc1ccc(CC(C)Nc2ccccc2F)cc1 (centres undefined)	0	110	-21	-1	-2	0	4	-18	3.5
COc1cccc(C2C=C(c3ccc(Br)s3)Nc3ncnn32)c1OC (centres undefined)	4	103	3	6	10	-1	-7	2	0.5
Cc1ccc(Oc2ccccc2NC(=O)CSCC(=O)Nc2cc(C)on2)cc1	-5	95	14	0	-1	-1	-1	-4	0.0
Cc1ccc(Cc2nc(-c3ccncc3)no2)cc1	3	94	22	1	-6	2	-4	0	0.6
CC1CCCCN1c1nc(-c2ccncc2)nc2ccccc12 (centres undefined)	-4	90	0	5	1	2	6	9	0.2
COc1ccc(NC(=O)c2cn(-c3ccccc3)nc2SC)cc1	2	84	-1	-1	-3	0	-3	-5	2.3
CN(CC(=O)Nc1ccccc1F)CC(=O)Nc1ccc(F)c(F)c1F	5	108	14	-6	4	-8	-11	-12	0.1
O=S(=O)(c1ccc(-c2n[nH]c(=S)o2)cc1)N1CCCCC1	-9	128	11	2	-4	2	-1	-4	-0.1
CC1CCN(Cc2nnnn2CCCC(=O)N(C)C(C)c2ccccn2)CC1 (centres undefined)	-1	87	5	-4	-4	2	-10	-16	1.4
COc1ccc(NC(=O)CC2SC(=NCc3ccccc3OC)NC2=O)cc1 (centres undefined)	1	93	14	-2	0	-3	9	-7	0.6
COCc1nnc(NS(=O)(=O)c2ccc(C)cc2)s1	2	101	10	-2	2	-3	0	7	1.9
CCOc1ccccc1N1CSC2=C(C#N)C(c3c(OC)ccc4ccccc34)CC(=O)N2C1 (centres undefined)	1	115	8	3	18	9	0	10	0.3
Cc1noc(C)c1COC(=O)c1cccnc1Cl	5	99	i	4	2	-5	-3	13	0.1
CCN(CCNS(=O)(=O)c1ccc2c(c1)oc(=O)n2C)c1ccccc1	-1	141	36	-2	4	-3	-1	-12	3.1
CC1CCN(c2nc(CN3CCCCC3)nc3scc(-c4ccccc4)c23)CC1	-10	74	-3	1	4	4	-5	11	4.2
CCOC(=O)c1cc2c(ccn2C)n1Cc1ccccc1C	8	104	nt	1	-3	-3	-7	6	0.6
CS(=O)(=O)Nc1cccc(C2=NN(C(=O)c3cccc([N+](=O)[O-])c3)C(c3cccs3)C2)c1 (centres undefined)	-21	103	4	-1	12	2	7	-3	3.7
COc1ccc(C(=O)C2CCCN(Cc3c(C)[nH]c4ccccc34)C2)c(OC)c1 (centres undefined)	2	99	28	1	1	0	1	-6	2.0
O=C1NC2(CCCCC2)C(=O)N1c1ccccc1	-4	97	0	1	-1	0	6	-2	-2.7
O=C(COc1ncnc2ccccc12)NCC1CCCO1 (centres undefined)	8	99	-22	0	-2	-2	-3	-5	-0.1
Cc1ccc(Nc2cc(=O)oc3ccccc23)c(C)c1	-11	115	120	-1	1	1	0	3	3.8
CCCn1c2ccccc2c2cnn(CC(=O)O)c(=O)c21	2	87	-1	2	0	0	-4	-7	-0.5
C[N+]1(CC(=O)OCCCc2ccccc2)CCCCC1	2	102	2	4	-3	-3	3	3	1.8
COc1ccccc1C1C(C(=O)c2ccco2)=C(O)C(=O)N1c1cc(C)on1 (centres undefined)	-1	105	1	2	1	-2	5	-9	-0.2
Nc1c(C(=O)Nc2ccccc2)c2nc3ccccc3nc2n1-c1ccc(O)cc1	10	113	-1	-1	-3	4	5	25	0.3
CN(C)S(=O)(=O)c1cc(NC(=O)CNCc2ccccc2)ccc1Cl	10	94	0	-7	0	3	-9	-16	1.4
Cc1ccc2[nH]c(O)c(N=NC(N)=S)c2c1	1	102	7	6	2	4	-4	-1	3.7
O=C(C1CC(=O)N(c2ccc3c(c2)OCCO3)C1)N1CCN(c2ccccc2O)CC1 (centres undefined)	-1	93	2	-2	0	-2	3	2	0.1
Cc1cccc(N2CCN(C(=O)c3ccccc3OCc3c(C)noc3C)CC2)c1C	-4	105	3	0	3	-2	-1	4	-0.6
Cc1coc(C)c1C(=O)CC1(O)C(=O)N(Cc2ccccc2)c2ccccc21 (centres undefined)	3	82	7	-2	-1	1	-2	3	-0.3
COc1ccc(CNC(=O)Cn2c(=O)n(CCC(=O)N3CCCCC3)c(=O)c3sccc32)cc1	2	101	12	0	2	-4	-1	-1	-1.1

# New compounds follow
mol	EBNA-1 inhibitor	Yeast superoxide	GASC-1 inh	CTSL1 counter	TPT1 inhibitor	PP1 inh	HCV core dimer	ZTA counter	PP5 inh
Cn1c(SCC(=O)Nc2cccc(C(=O)O)c2)nnc1-c1cc2cc(Br)ccc2o1	2	99	-12	3	-1	1	5	10	2.8
Cc1nnc(C)c2c(C)n(N)c(C)c12	13	110	2	0	-5	-5	1	9	-1.3
Cc1ccc(-n2ncc3c(NCc4ccccc4)ncnc32)cc1	4	95	5	-2	-7	-1	7	-16	1.4
COc1ccc(N2CCN(Cc3nc4sc(C)c(C)c4c(=O)[nH]3)CC2)cc1	0	89	9	0	4	0	-4	6	3.1
CCCOc1ccc(S(=O)(=O)N2CCOCC2)cc1[N+](=O)[O-]	16	110	-2	1	0	-4	1	7	-0.9
O=C(c1ccc(Cl)c(S(=O)(=O)N2CCCCC2)c1)N1CCCCC1	-5	97	-35	-4	0	-5	8	-8	-0.2
O=C(NCCN1CCOCC1)c1cc(-c2ccc(Cl)s2)nc2ccccc12	0	97	-4	4	-3	0	-20	-2	1.2
N#Cc1ccccc1NCC(=O)N1CCN(S(=O)(=O)c2ccccc2)CC1	nt	89	-1	nt	nt	-3	nt	1	-1.2
COc1ccc(NC(=O)c2cc(S(=O)(=O)Nc3ccc(OC)cc3)cs2)cc1	-5	114	7	-5	47*	2	2	-2	3.4
COc1ccc(N2CCN(S(=O)(=O)CC34CCC(CC3=O)C4(C)C)CC2)cc1 (centres undefined)	-6	82	12	-2	-2	-1	1	-13	0.5
O=C(O)c1ccccc1C(=O)c1ccc2c(c1)CCC2	-7	95	9	-3	0	-2	1	-2	3.0
O=S(=O)(/N=C(/Nc1ccc(Cl)c(S(=O)(=O)N2CCOCC2)c1)c1ccc(F)cc1)c1ccccc1	8	107	-3	-1	-2	2	1	-10	3.4
CSc1ncccc1C(=O)OCC(=O)NC(N)=O	1	109	-12	-3	1	0	-4	15	-1.2
